Wnt act: activators of Wnt/beta-catenin signaling. activation, % at 9.35 µM. Wnt/beta-catenin reporter cell assay, activator, plate reader. 300,000 compounds, 1.2% hits; in the data active = activation above about 30%, passing the limit was not always enough;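 note: 0% = neutral control wells and 100% = positive control wells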
Starred values were filed as active, the others as inactive. These rows are one share of the data. The share of hits here may be higher or lower than overall.

SMILES	Wnt act
COc1ccc(CC(N)c2csc(NC(=O)NCc3ccccc3)n2)cc1 (configuration not stated)	1
COc1ccc(C(O)c2ncc(-c3ccccc3OC)[nH]2)cc1F (configuration not stated)	-3
OC(c1ccc(F)c(F)c1)c1nc(-c2cccs2)cs1 (configuration not stated)	0
CCNC(=O)C1CCCN(C(=O)c2ccc3c(c2)CCO3)CC1 (configuration not stated)	-3
CCc1nc2ccc(C(=O)N3CCN(C(=O)c4ccco4)CC3)cn2c1N(C)Cc1cccs1	-3
CCOC(=O)C1=CCN(S(=O)(=O)c2ccc(F)cc2)C1c1ccc(Cl)cc1 (configuration not stated)	-2
CCCCNC(=O)C(NC(=O)c1cccnc1OC)C(=O)c1ccccc1 (configuration not stated)	1
CN(C)CCCNc1nc2cc(-c3ccccc3)sc2c(=O)n1C	0
CCOC(=O)C1=Nc2cccc3c(O)ccc1c23	-1
CC(C)(C)Cc1c(C2CCCCC2)nc2ccc(Br)cn12	-1
O=C1c2ccccc2C2Cc3nnccc3CN12 (configuration not stated)	-1
C=CCCC1CN(Cc2ccc(OC)cc2)S(=O)(=O)c2c(Oc3ccc(OC)cc3)cccc2O1 (configuration not stated)	-2

Three entries out of the list above, ordered by their value in Wnt act, low to high.
SMILES	Wnt act
CCNC(=O)C1CCCN(C(=O)c2ccc3c(c2)CCO3)CC1 (configuration not stated)	-3
O=C1c2ccccc2C2Cc3nnccc3CN12 (configuration not stated)	-1
CCCCNC(=O)C(NC(=O)c1cccnc1OC)C(=O)c1ccccc1 (configuration not stated)	1

Next compounds follow:
SMILES	Wnt act
Cn1c(=O)c2c(-c3ccccc3)n(-c3ccccc3Br)cc2n(C)c1=O	-2
Cc1nc2ccccc2n1C(c1cccnc1)c1nc2ccccc2[nH]1 (configuration not stated)	1
COc1ccc(-c2cc3nc(NCCCN(C)C)n(C)c(=O)c3s2)cc1OC	1
COc1ccc2c(c1)C(CC(C)=O)N(c1ccc(-c3cccs3)cc1)C(c1ccsc1)=C2 (configuration not stated)	0
CCCCS(=O)(=O)N1CCCc2nc(-c3ccc(Br)cc3)ccc21	0
CCc1nc2ccc(C(=O)N3CCN(S(=O)(=O)CC)CC3)cn2c1N(CCC(C)C)CCN(C)C	2
COC(=O)c1ccccc1COc1cccn2c(N(C)C(=O)CCC3CCCC3)c(C)nc12	-4
Cc1cc(NC(=O)c2n[nH]c(=O)c3ccccc23)ccc1Br	21
CC1(C(=O)NS(=O)(=O)Cc2ccccc2)CCN1C(=O)C/C=C/c1ccccc1 (configuration not stated)	-1
CCCN(CCC)C(=O)c1c(C)[nH]c(C(=O)OCC)c1C	-3
CCOc1ccc(CCN2C(=O)C(=O)N([C@@H](Cc3ccccc3)CN3CCC[C@H]3CN3C(=O)C(=O)NC[C@@H]3CC(C)C)C[C@@H]2Cc2ccc(O)cc2)cc1	-1
O=C(NCc1ccc(F)cc1)c1cccc2c1C(=O)c1ccc(Cl)cc1S2(=O)=O	0
COc1ccc2nc3n(c(=O)c2c1)-c1cc(Cl)ccc1C(=O)NC3Cc1ccccc1 (configuration not stated)	2
COc1ccc(C(=O)C(=O)N2CCN(C(=O)c3cc(C(F)(F)F)cc(C(F)(F)F)c3)CC2)cc1OC	0
CCCCCCN1CCN(C2CN(Cc3cn(Cc4cccc(C(F)(F)F)c4)nn3)S(=O)(=O)C2)CC1 (configuration not stated)	-3
COc1ccc(/C=N\NC(=O)c2cccc([N+](=O)[O-])c2)cc1Cn1cc([N+](=O)[O-])cn1	-3
CC1CCCN1c1ccnc2cc(Cl)ccc12 (configuration not stated)	-6
Cc1ccc(NC(=O)CN(C)Cc2c(O)ccc3ccccc23)cc1	-3
CC(C)CNc1cccc2c1S(=O)(=O)N[C@@H](CC(C)C)CO2	-4
Cc1ccc(S(=O)(=O)N2C[C@H]3C(=O)C[C@@H](c4ccc(Cl)cc4)N(S(=O)(=O)c4ccc(C)cc4)[C@H]3C[C@H]2c2ccc(Cl)cc2)cc1	-2
CC(C)=CCn1c2ccc(NC(=O)Nc3ccc(N(C)C)cc3)cc2c(=O)n1C	0
O=S(=O)(c1ccccc1)N1CCCc2nc(-c3ccc(F)cc3)ccc21	-1
CN1C(c2ccccc2)CC(C)(O)CC1c1ccccc1 (configuration not stated)	6
CCOC(=O)C1CCCN(C(=O)C2(c3ccc(Cl)cc3)CCCC2)CC1 (configuration not stated)	-7
Cc1cccc(NC(=O)c2nc[nH]c2C(=O)N(C)CCO)c1	3
CCn1nccc1NC(=O)c1ccc2sc([C@@H]3O[C@H](CO)[C@H](O)[C@H](O)[C@H]3O)nc2c1	0
CC(=O)Nc1ccc(-c2ccnc3c2CC(C(=O)Nc2cccnc2)O3)cc1 (configuration not stated)	-1
NC(=O)[C@@H]1CCCN1C(=O)[C@@H](Cc1ccccc1)NC(=O)[C@H]1O[C@@H](n2ccc(=O)[nH]c2=O)[C@H](O)[C@@H]1O	1
CCCCC[C@H](C)N1C[C@@H](COCc2ccccc2)Oc2cc(N3CC[C@@H](N(C)C)C3)ccc2S1(=O)=O	-10
COC(=O)CCCn1cc(CN2CC(N3CCN(Cc4cccc(C)c4)CC3)CS2(=O)=O)nn1 (configuration not stated)	-2
CCCCn1nnnc1C1(C)CCC(=O)N1C1CC1 (configuration not stated)	1
O=C(NC1CCCC1)C(c1ccccc1)n1c(-c2cccc3ccccc23)nc2ccccc21 (configuration not stated)	0
C[C@H]1[C@@H](c2ccccc2)Oc2ccc(Cl)cc2S(=O)(=O)N1Cc1cccc(F)c1	-2
CCCC(=O)N1CCC1(C)C(=O)Nc1ccc2nccnc2c1 (configuration not stated)	-4
CCOC(=O)[C@]12CCCC=C1N(Cc1ccco1)C(=O)[C@H](CC(=O)N1CCN(C(=O)c3ccco3)CC1)C2	-1
CC(C)NC(=O)C1(C)CCCN1Cc1ccccc1 (configuration not stated)	-1
O=C1c2ccccc2C(c2nnnn2Cc2ccccc2)N1Cc1ccc(F)cc1 (configuration not stated)	-4
C[C@H](NC(=O)[C@@H]1CCCN1C(=O)[C@@H]1CCCN1)c1ccccc1	-1
C[C@H](O)[C@@H]1CN2CCc3c([nH]c4c(-c5ccccc5)cccc34)[C@@H]2C[C@@H]1N(C)C(=O)Nc1ccccc1	-2
CC(C)CCN1C(=O)c2ccccc2C1c1nnnn1-c1ccc2c(c1)OCCO2 (configuration not stated)	-7
COC(=O)[C@]12CCCCC=C1N(Cc1ccccc1)C(=O)[C@H](CC(=O)NCc1cccc(C(F)(F)F)c1)C2	-1
CCc1ccc(OC2(C)CCN(Cc3ccc4c(c3)OCCO4)C2)cc1 (configuration not stated)	0
COc1cccc(C(C)(O)c2nc(-c3cccc(NC(C)=O)c3)cs2)c1 (configuration not stated)	-2
NC(=O)c1c(N)[nH]c(C(=O)c2ccccc2)c1-c1ccncc1	-3
COCc1cc(N2CCN(C(=O)OC(C)(C)C)C[C@H]2C)ccc1N1C[C@@H](C)O[C@@H](C)C1	-1
CO[C@H]1CN(C)C(=O)c2cc(NS(=O)(=O)c3ccccc3)ccc2OC[C@@H](C)N(Cc2ccccn2)C[C@@H]1C	-2
O=C(NC1CCCC1)[C@@H]1CCCN1C(=O)[C@@H](NS(=O)(=O)c1ccc(F)cc1F)C1CCCCC1	-2
C[C@H](O)[C@@H]1C(=O)N2CCc3c([nH]c4ccccc34)[C@@H]2C[C@@H]1N(C)C(=O)OCc1ccccc1	0

2 compounds drawn at random from those above:
SMILES	Wnt act
C[C@H](O)[C@@H]1C(=O)N2CCc3c([nH]c4ccccc34)[C@@H]2C[C@@H]1N(C)C(=O)OCc1ccccc1	0
CO[C@H]1CN(C)C(=O)c2cc(NS(=O)(=O)c3ccccc3)ccc2OC[C@@H](C)N(Cc2ccccn2)C[C@@H]1C	-2

(next part)
SMILES	Wnt act
CCNC(=O)C1CCCN(C(=O)c2ccc(OC)c(OC)c2)CC1 (configuration not stated)	-3
COc1ccc(-c2csc(C(O)c3cccc(OC)c3)n2)cc1 (configuration not stated)	2
CC(=O)OCC(=O)NCC1CCN(C(=O)C(=O)c2cc3ccccc3o2)CC1	0
Cc1oc2c(c(C)nn2-c2ccccc2)c(=O)c1Cl	-3
Cc1cccc(-c2ccc3c(c2)[C@@H]2C[C@H]4[C@@H](CN2CC3)[C@H](C)ON4C)c1	-6
COc1cc(NC(=O)C2(C)CCCN2C(=O)C(C)C)cc(OC)c1OC (configuration not stated)	-5
N#Cc1cccc(-c2csc(C(O)c3ccc(F)cc3)n2)c1 (configuration not stated)	1
Nc1cccc(-c2cncc(N3CCN(Cc4ccccn4)CC3)n2)c1	-1
CCOC(=O)C1=CCN(S(=O)(=O)c2ccc(Cl)cc2)C1c1ccc(C)cc1 (configuration not stated)	-1
O=C1NC(Cc2ccccc2)c2nc3ccc(Cl)cc3c(=O)n2-c2cc(Cl)ccc21 (configuration not stated)	-2
COC(=O)[C@@]12C[C@@H](CC(=O)N3CCOCC3)C(=O)N(Cc3ccccc3)C1=CCC(C)(C)C2	-3
CN(C)C(=O)c1cccc(-c2cc(NC=O)c3ncc(-c4ccc(F)cc4)n3c2)c1	-1
CC(C)(C(=O)N1CCC1(C)C(=O)NC1Cc2ccccc2C1)c1ccccc1 (configuration not stated)	-2
CCOc1ccc(S(=O)(=O)Nc2ccc3c(c2)c2c(n3S(=O)(=O)c3ccc(OCC)cc3)CCCC2=O)cc1	2
COc1ccccc1C(C(=O)c1ccccc1)c1ccc(O)cc1 (configuration not stated)	-1
CC(=O)c1cccc(NC(=O)c2ccc(-c3c(C)noc3C)c3ccoc23)c1	-3
CCCS(=O)(=O)NC(=O)C1(C)CCN(C(=O)c2ccnc(Cl)c2)C1 (configuration not stated)	0
c1ccc(-c2cc3nc(NCc4ccc5c(c4)OCO5)ccn3n2)cc1	2
COc1cccc(CNC(=O)[C@H]2CCCN2C(=O)[C@H]2CCCN2C(=O)c2ccccc2C(F)(F)F)c1	5
Cc1ccc2oc(Nc3nc(-c4ccccc4)cc(=O)[nH]3)nc2c1	8
CC(C)C[C@H]1CN(CCCC[C@H]2CNC(=O)C(=O)N2Cc2ccccc2)C(=O)C(=O)N1CCc1ccccc1	-2
CCCCN(C=O)c1c(CC)nc2ccc(C(=O)N3CCN(c4ccccc4)CC3)cn12	4
Cc1ccc(C(=O)C2=C(O)C(=O)N(Cc3cccnc3)C2c2cccc(Oc3ccccc3)c2)o1 (configuration not stated)	-1
O=C(O)CN=C(Nc1cc(Cl)cc(Cl)c1)NC(c1ccccc1)c1ccccc1	0
CCCCC[C@@H]1CCCCC[C@H](O)C[C@@H](O)[C@@H](O)/C=C/C(=O)O1	-1
CC1(C(=O)NS(=O)(=O)c2ccc(C#N)cc2)CCN1C(=O)Cc1cccc2ccccc12 (configuration not stated)	0
Cc1noc(C)c1S(=O)(=O)NC(=O)C1(C)CCN1C(=O)c1ccc(C2CCCCC2)cc1 (configuration not stated)	-1
COC(=O)[C@@]12C[C@@H](CC(=O)NCC34CC5CC(CC(C5)C3)C4)C(=O)N(Cc3cccc4ccccc34)C1=CCC(C)(C)C2	-12
COc1cccc(-c2oc3c(c2-c2ccc(OC)nc2)C(O)CCC3)c1 (configuration not stated)	-4
Cc1cc2nc(-c3ccco3)c(Cc3cccc(Cl)c3)n2c(C)c1Br	-3
COC(=O)[C@]12CCCCC=C1N(CCc1ccc(OC)c(OC)c1)C(=O)[C@H](CC(=O)NCCC(C)C)C2	-4
CSCCC(c1nc2ccccc2[nH]1)n1c(=O)c(-c2ccco2)nc2ccccc21 (configuration not stated)	0
NC(=O)c1ccc(N=Nc2c(-c3ccccc3)[nH]n(-c3ccccc3)c2=O)cc1	-4
O=c1[nH]c2ccccc2nc1-c1nnnn1Cc1ccccc1	-2
Nc1[nH]c(C(=O)c2ccccc2)c(-c2ccccc2Br)c1C(=O)c1ccccc1	-2
CCOc1ccc(CCN2C(=O)C(=O)N([C@@H](Cc3ccccc3)CN3CCC[C@H]3CN3C(=O)C(=O)NC[C@@H]3Cc3ccc(O)cc3)C[C@@H]2CC(C)C)cc1	-2
OC[C@H]1O[C@@H](c2nc(-c3ccc(C4OCCO4)cc3)no2)[C@H](O)[C@@H]1O	-2
Cc1cc(NC(=O)OC(C)(C)C)c(-n2nnnc2C(C(=O)c2ccc3c(c2)OCO3)N2CCN(c3ccccn3)CC2)cc1C (configuration not stated)	2
CC(C)(C)n1nnnc1C(c1ccccc1)N1CCN(c2ccc(F)cc2)CC1 (configuration not stated)	-4
Cc1cc(C)c(S(=O)(=O)N2C[C@H]3CON(C)[C@H]3C[C@H]2c2ccc(N3CCCCC3)cc2)c(C)c1	-3
CC(C)C[C@H]1COc2c(Cl)cccc2S(=O)(=O)N1Cc1ccc(F)cc1F	-5
COC(=O)[C@]12CCCCC=C1N(Cc1ccco1)C(=O)[C@H](CC(=O)N1CCN(C(=O)C3CC3)CC1)C2	-1
O=C(NCCN1CCC(n2c(=O)[nH]c3ccccc32)CC1)c1ccc(F)cc1Cl	-5
O=C(/C=C/[C@H]1O[C@@H](n2cnc3c(NC(=O)c4ccccc4)ncnc32)[C@H](O)[C@@H]1O)N[C@@H](CO)Cc1c[nH]c2ccccc12	-2
CC(=O)OC[C@]12CC[C@H]3[C@@](C)(CC[C@H]4C(C)(C)CCC[C@]34C)[C@@H]1CC(C1=CC(=O)OC1O)O2 (some centres not stated)	-3
COc1ccc(C(C)(NC(C)=O)c2nc(-c3cccc(F)c3)cs2)cc1 (configuration not stated)	-1
COCCNc1nc(Oc2cccc(F)c2)c2sccc2n1	-2
COC(=O)[C@]12C[C@H](CC(=O)NCC3CCCCC3)C(=O)N(Cc3ccc4c(c3)OCO4)C1=C[C@H](C(C)(C)C)O[C@@H]2C	-6
CC(O)(c1cccc(F)c1)c1nc(-c2cccc(C(F)(F)F)c2)cs1 (configuration not stated)	-2
Cc1cccc(C2CC(c3ccccc3)=NN2c2ccc(S(N)(=O)=O)cc2)c1 (configuration not stated)	-2

Filtered by structure, those above containing a tert-butyl group
SMILES	Wnt act
CC(C)(C)Cc1c(C2CCCCC2)nc2ccc(Br)cn12	-1
COCc1cc(N2CCN(C(=O)OC(C)(C)C)C[C@H]2C)ccc1N1C[C@@H](C)O[C@@H](C)C1	-1
Cc1cc(NC(=O)OC(C)(C)C)c(-n2nnnc2C(C(=O)c2ccc3c(c2)OCO3)N2CCN(c3ccccn3)CC2)cc1C (configuration not stated)	2
CC(C)(C)n1nnnc1C(c1ccccc1)N1CCN(c2ccc(F)cc2)CC1 (configuration not stated)	-4
COC(=O)[C@]12C[C@H](CC(=O)NCC3CCCCC3)C(=O)N(Cc3ccc4c(c3)OCO4)C1=C[C@H](C(C)(C)C)O[C@@H]2C	-6
